STEP block = blocks human striatal-enriched tyrosine phosphatase | P54829 | recombinant STEP, OMFP fluorogenic substrate, fluorescence | inhibition, % at 20 µM | hit rate 0.25% among 360,000 | AID 588621;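 active = inhibition at 20 µM, scaled per plate between control wells, above about 37%, limit read from the data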;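 note: 0% = DMSO with enzyme and substrate and 100% = substrate only without enzyme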
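medium = Bis-Tris buffer pH 6.0, 2.5 mM DTT, 0.005% Tween 20 | test system = STEP (striatal-enriched tyrosine phosphatase) enzyme, cell-free | measure = normalized % inhibition | compound dosing = 20 µM, 1% DMSO | also added = 25 µM OMFP | schedule = reaction 20 min, ambient temperature | measured by = fluorescence read at 480 nm ex / 540 nm em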
DNMT1 block = blocks human DNA methyltransferase DNMT1. P26358. DNMT1 molecular beacon, Hinp1I cleavage, fluorescence. inhibition (reported as % activation of signal), % at 10 µM. hit rate 0.83% among 360,000. AID 588458; in the data active = inhibition above about 50%
Scp1 inh = inhibitors of human Scp-1 phosphatase. Q9GZU7. Recombinant Scp1, phosphopeptide, malachite green phosphate absorbance. inhibition, % at 20 µM. hit rate 0.88% among 340,000;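 active = inhibition above about 50% at 20 µM, limit read from the data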;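 note: plate controls were DMSO wells with enzyme for no effect and wells lacking enzyme for full effect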
Target sequence (Q9GZU7 76-261 limits assumed): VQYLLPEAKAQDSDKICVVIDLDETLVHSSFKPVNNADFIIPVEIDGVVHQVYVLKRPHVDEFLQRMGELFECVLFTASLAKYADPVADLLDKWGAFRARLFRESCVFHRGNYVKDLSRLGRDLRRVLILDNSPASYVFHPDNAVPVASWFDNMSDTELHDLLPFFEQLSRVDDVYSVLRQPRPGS
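Times: enzyme reaction 45 min at room temperature, colour 5 min, stabilisation 30 min. Material: SCP-1 catalytic fragment, aa 76-261. Medium: Acidic Tris acetate buffer with magnesium and detergent. Signal: colorimetric free-phosphate detection, absorbance 630 nm. Read-out basis: % inhibition of SCP-1 phosphate liberation. Reagent: Phosphorylated 17-residue peptide substrate.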
E coli Lon inh = inhibits E. coli Lon protease; purified E. coli Lon protease, fluorescence polarization; inhibition, % at 7.94 µM; hit rate 0.42% among 360,000; in the data active = inhibition above about 13%, passing the limit was not always enough;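 note: 0% = enzyme with probe and DMSO and 100% = no enzyme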
MsrA inhibitor = inhibitors of bovine MsrA | purified bovine MsrA, absorbance read-out | inhibition, % at 15.5 µM | hit rate 0.75% among 360,000 | AID 651718; in the data active = inhibition above about 4.5%;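 note: 0% = vehicle wells with enzyme and 100% = reference inhibitor wells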
LMPTP block = blocks human LMPTP phosphatase; recombinant LMPTP-A, OMFP fluorogenic substrate, fluorescence intensity; inhibition, % at 20 µM; AID 651560; hit rate 0.22% among 360,000;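 active = compounds that cut the enzyme signal by at least half of the control window in the single-dose screen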;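 note: plate controls were DMSO wells with enzyme plus substrate for no effect and substrate without enzyme for full effect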
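Test system – LMPTP-A enzyme · Amount – LMPTP-A at 0.625 nM final in the reaction · Buffer or medium – Bis-Tris pH 6.0, DTT, detergent · Reagent – OMFP 400 µM · Doses – single 20 µM dose · Schedule – reaction 50 min, room temperature, dark · Detection – fluorescence intensity of OMFP turnover product · Evaluation – percent inhibition versus substrate-only and uninhibited controls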
CendR NRP1 mod = modulators of CendR peptide binding to human neuropilin-1; O14786; FAM-RPARPAR peptide binding to NRP-1, fluorescence polarization; inhibition, % at 25 µM; hit rate 0.85% among 360,000; AID 602438;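 active = inhibition or corrected inhibition above about 18%, plus a signal ratio from 0.5 to 1.5, limit read from the data, passing the limit was not always enough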; note: strong numbers were not always called active
Target sequence (O14786 whole entry, looked up): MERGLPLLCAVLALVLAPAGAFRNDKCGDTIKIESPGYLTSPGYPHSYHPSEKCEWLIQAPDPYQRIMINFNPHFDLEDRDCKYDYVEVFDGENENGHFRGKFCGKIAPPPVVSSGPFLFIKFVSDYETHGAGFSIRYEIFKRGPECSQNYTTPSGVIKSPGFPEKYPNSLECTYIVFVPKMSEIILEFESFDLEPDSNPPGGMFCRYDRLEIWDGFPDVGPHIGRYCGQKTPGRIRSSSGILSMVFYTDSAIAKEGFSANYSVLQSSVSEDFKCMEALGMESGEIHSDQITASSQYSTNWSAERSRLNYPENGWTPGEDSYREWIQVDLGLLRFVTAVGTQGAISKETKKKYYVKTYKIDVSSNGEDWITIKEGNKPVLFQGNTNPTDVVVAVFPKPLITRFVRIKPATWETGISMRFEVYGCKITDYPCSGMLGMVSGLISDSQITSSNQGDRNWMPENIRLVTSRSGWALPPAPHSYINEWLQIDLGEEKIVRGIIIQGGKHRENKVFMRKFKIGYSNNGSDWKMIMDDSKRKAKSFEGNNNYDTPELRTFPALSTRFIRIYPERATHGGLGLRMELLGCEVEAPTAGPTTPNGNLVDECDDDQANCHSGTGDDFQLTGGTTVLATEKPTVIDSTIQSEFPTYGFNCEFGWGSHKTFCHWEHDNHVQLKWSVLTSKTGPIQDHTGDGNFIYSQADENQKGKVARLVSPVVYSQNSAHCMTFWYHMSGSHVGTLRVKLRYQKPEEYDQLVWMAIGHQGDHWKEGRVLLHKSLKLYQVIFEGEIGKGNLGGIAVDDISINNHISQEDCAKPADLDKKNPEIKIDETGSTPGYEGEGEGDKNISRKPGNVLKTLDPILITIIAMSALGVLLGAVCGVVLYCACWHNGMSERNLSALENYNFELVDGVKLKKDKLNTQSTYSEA
MsrA act = bovine methionine sulfoxide reductase A activation | purified bovine MsrA, absorbance read-out | activation, % at 10.6 µM | hit rate 0.3% among 360,000 | AID 602163; in the data active = activation above about 7.5%;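 note: 0% = vehicle and 100% = reference activator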
TbMetRS inhib = Trypanosoma brucei MetRS inhibition | purified T. brucei MetRS, ATP depletion, Kinase-Glo luminescence | inhibition, % at 11.9 µM | hit rate 0.4% among 360,000;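 active = inhibition above a per-plate cutoff of the control wells' mean inhibition plus 3 SD, cut at about 5.5% in these data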;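 note: 0% = DMSO wells median and 100% = median of wells with control inhibitor compound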
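assay system = parasite MetRS enzyme | timing = 15 min preincubation, 2 h reaction, all 25 °C | evaluation = percent inhibition relative to median high and low control wells | medium = HEPES buffer containing pyrophosphatase, BSA, spermine, DTT | compound = single dose, 11.9 µM final nominal, 0.9% final DMSO | detection = Kinase-Glo luminescence, ATP depletion format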
SUMO1 PPI mod = modulators of human SUMO1-mediated protein-protein interactions; P63165; SUMO1 binding to a labelled peptide, TR-FRET, 1 h; inhibition, % at 20 µM; hit rate 0.33% among 360,000; AID 602429; in the data active = inhibition above about 37%
Active calls of the source: *; / = no result given.

SMILES	STEP block	DNMT1 block	Scp1 inh	E coli Lon inh	MsrA inhibitor	LMPTP block	CendR NRP1 mod	MsrA act	TbMetRS inhib	SUMO1 PPI mod
Cc1c(C(=O)N(C)C)sc(NC(=O)c2cc([N+](=O)[O-])cc([N+](=O)[O-])c2)c1C#N	3	-4	0	-2	2.2	1.1	-7	-6	-0.6	-11
OC(CNCc1ccc(F)cc1)(c1ccccc1)c1ccc(F)cc1 (centres undefined)	1	0	-4	-4	-0.1	-0.6	3	1	-0.4	-4
CC(=O)Nc1ccccc1-c1ccc(C)o1	5	0	1	1	-0.4	-0.7	-11	-2	0.6	-1
Cc1ccccc1/C=C\c1nc(O)c([N+](=O)[O-])c(=O)[nH]1	-2	1	-7	17	4.0	-0.6	-7	-5	2.9	-6
Cc1ccccc1-n1c(SCC(=O)NCc2cccs2)nnc1-c1ccncc1	-4	-3	3	2	2.9	0.4	-2	1	-0.4	1
Cc1ccccc1-c1nnn(CC(=O)NC(=O)NC2CCCC2)n1	-2	1	-10	-5	1.4	-0.2	7	0	-0.5	-1
CC1(C(=O)NS(=O)(=O)c2ccc(C#N)cc2)CCN1C(=O)CCC1CCCC1 (centres undefined)	1	2	/	-12	-1.1	-1.6	-1	-3	-0.2	1
CN(C(=O)COC(=O)COc1ccc2c(c1)CCC2)c1c(N)n(Cc2ccccc2)c(=O)[nH]c1=O	2	5	-1	-8	-1.4	0.1	-13	-1	-0.4	2
COc1cc2ccccc2cc1C(=O)N1CC(C)CC(C)C1 (centres undefined)	3	3	7	2	1.9	1.2	5	-12	-0.7	-39
C=CC[C@H](CC(=O)N[C@H](CO)Cc1ccccc1)C(=O)N[C@H](COC(=O)[C@@H](CC=C)Cc1ccc(F)cc1)Cc1c[nH]c2ccccc12	1	2	-8	-2	/	-0.2	11	-5	-0.2	-3
Cc1cc(C)cc(C(=O)N2CCN=C2SCc2ccc([N+](=O)[O-])cc2)c1	0	0	5	-12	0.8	0.3	-5	-5	0.4	-13
CC(=O)Nc1ccc(S(=O)(=O)Nc2ccccc2C(=O)N2CCCCCC2)cc1	-5	1	-2	-6	-0.1	-1.8	-10	-3	-0.5	4
CCOc1ccc(/C=N/NC(=O)c2ccoc2C)cc1OC	-2	-1	-2	-10	2.2	-0.2	9	5	-0.1	-5
CCc1ccc(NC(=O)NCC2CCN(c3ccc(OC)cc3)C2)cc1 (centres undefined)	-1	-13	-1	-4	0.2	-0.3	-17	-2	-0.8	-4
COc1cc(CO)cc(Br)c1OCC(=O)O	-2	-19	-2	2	-0.1	1.7	-8	0	-0.3	3
CCCc1nc2oc3c(NCc4ccccn4)ncnc3c2c2c1COC(C)(C)C2	0	-2	-4	9	-0.6	-0.5	-4	-3	-0.2	0
CC(Sc1ccccc1)C(=O)N1CCN(S(=O)(=O)c2ccccc2F)CC1 (centres undefined)	-1	1	2	0	-0.6	1.1	10	-2	-0.3	-1
O=C(COC(=O)c1ccccc1O)NCC1COc2ccccc2O1 (centres undefined)	-3	-2	-7	3	0.9	2.3	7	-4	-0.5	-2
CCc1sc2nc(SCC(=O)Nc3cc(C)on3)n(-c3cccc(OC)c3)c(=O)c2c1C	9	30	8	0	0.8	0.5	-10	-1	-0.3	-1
COC(=O)C1=C(C)N(c2ccc(OC)c(OC)c2)C(=O)C1	-1	-17	-8	2	0.3	-0.5	-1	-3	-0.3	-3

Quoted from the listing:
`O=C(COC(=O)c1ccccc1O)NCC1COc2ccccc2O1` (centres undefined) in TbMetRS inhib = -0.5
`Cc1ccccc1/C=C\c1nc(O)c([N+](=O)[O-])c(=O)[nH]1` in STEP block = -2
`COC(=O)C1=C(C)N(c2ccc(OC)c(OC)c2)C(=O)C1` in Scp1 inh = -8

Continuation:
SMILES	STEP block	DNMT1 block	Scp1 inh	E coli Lon inh	MsrA inhibitor	LMPTP block	CendR NRP1 mod	MsrA act	TbMetRS inhib	SUMO1 PPI mod
O=C(CSc1nc2c(cnn2-c2ccc(F)cc2)c(=O)[nH]1)N1CCCc2ccccc21	0	13	-5	0	0.3	-2.5	2	1	0.3	8
CCNC(=O)OCC12CC3CC(CC(C3)C1)C2	-3	0	-4	5	0.1	-0.8	-4	-6	-0.8	1
CC[C@@H](C)[C@H](NC(=O)Cc1c(C)c2c(cc(C)c3c(C)coc32)oc1=O)C(=O)O	-1	2	10	14	3.0	-1.3	-8	-8	-1.3	-7
N#C/C(=N\Nc1cccc(Cl)c1)C(=O)c1ccccc1	0	-3	-10	5	0.8	1.1	-6	-13	-0.4	-3
CC(C)c1ccc(NC(=O)CCNC(=O)N2CC(=O)Nc3ccccc32)cc1	-3	0	-3	16	0.2	0.8	4	2	-0.2	2
CC(C)CN(CC(C)C)C(=O)CN1C(=O)NC2(CCCc3ccccc32)C1=O (centres undefined)	-3	0	-12	-3	-0.9	-1.2	4	-3	-0.9	5
Fc1ccccc1/C=N/Nc1nc(N2CCCCC2)nc(N2CCCCC2)n1	3	18	-1	20	0.1	3.2	-9	-4	0.2	0
COc1cc(/C=C/c2onc(C)c2[N+](=O)[O-])cc(OC)c1OC	0	-1	-9	10	0.7	-1.9	1	-3	-0.4	-20
CCOC1=C2[C@@H](CN(S(=O)(=O)c3ccc(C)cc3)[C@H]2c2ccccc2F)[C@H]2C(=O)N(CC)C(=O)[C@H]2C1	0	2	/	-10	0.0	0.0	-15	0	0.3	3
CCOC(=O)C1(Cc2cccc(OC)c2)CCCN(C(=O)c2cc(C)oc2C)C1 (centres undefined)	-2	0	-7	-9	-0.6	0.2	14	-1	-0.1	1
CCCCN(C(=O)CN1C(=O)C2CCCCC2C1=O)c1c(N)n(CCCC)c(=O)[nH]c1=O (centres undefined)	-2	1	-1	-4	0.1	-1.3	8	-7	-0.5	1
Cc1ccc(S(=O)(=O)N2CCn3cccc3C2C)cc1 (centres undefined)	-2	-3	-4	21*	0.0	0.7	2	-13	-0.4	2
N#Cc1ccc(Oc2ccc(-c3cnc4ccccc4n3)cc2)cc1C#N	-4	-1	35	-1	1.4	0.7	5	-3	-1.2	13
CCOC(=O)C1CCCN(c2c(NCCc3ccc(S(N)(=O)=O)cc3)c(=O)c2=O)C1 (centres undefined)	0	-1	-13	2	-0.2	-1.1	1	-1	-0.7	1
CCSc1nc(C)c(CCOc2cccc(C)c2)c(=O)[nH]1	0	1	-1	-9	0.3	1.4	-5	-4	-0.4	-4
Clc1ccc(CNCC2CCCO2)cc1 (centres undefined)	-2	1	-10	-14	0.5	-1.6	9	-1	0.4	8
CN(C)S(=O)(=O)c1ccc(C(=O)OCC(=O)Nc2ccc3c(c2)OCO3)cc1	-3	2	-6	-3	0.4	0.1	12	-3	-0.1	2
CCOC(=O)CSc1nc2ccccc2c(=O)n1CCN1CCOCC1	-3	0	-1	-1	-0.1	-0.4	-1	3	0.6	0
COc1ccccc1CNC(=O)c1ccc(CS(=O)(=O)c2ccccc2C)o1	-3	1	-5	-16	-1.1	0.8	1	-4	-0.2	3
CN(Cc1ccc(Br)cc1)C(=O)CCN1C(=O)c2cccc([N+](=O)[O-])c2C1=O	-1	0	0	0	0.9	0.1	9	-2	0.4	-32

E coli Lon inh: what is marked active above
SMILES	DNMT1 block	Scp1 inh	E coli Lon inh	MsrA inhibitor	LMPTP block	CendR NRP1 mod	MsrA act	TbMetRS inhib	SUMO1 PPI mod
Cc1ccc(S(=O)(=O)N2CCn3cccc3C2C)cc1 (centres undefined)	-3	-4	21*	0.0	0.7	2	-13	-0.4	2

Next section.
SMILES	STEP block	DNMT1 block	Scp1 inh	E coli Lon inh	MsrA inhibitor	LMPTP block	CendR NRP1 mod	MsrA act	TbMetRS inhib	SUMO1 PPI mod
O=C(O)CONC(=O)c1cc(OCC(F)(F)F)ccc1OCC(F)(F)F	-5	-1	-7	-7	-0.8	-1.1	1	0	-1.1	-2
Cc1cccc(C)c1Nc1nnc(SCC(=O)NC(=O)c2cccn2C)s1	-3	-15	-3	-23	0.1	-1.0	-9	-14	-2.1	2
CC(C)N(CCn1cnc2c([nH]c3ccccc32)c1=O)C(C)C	3	4	-7	-9	-0.1	0.3	16	-5	-0.4	9
Cc1cccc(-c2noc(Cc3ccc(Cl)cc3)n2)c1	2	0	-10	-2	1.0	2.0	-5	-3	-0.8	-3
CCN(CC)c1ccc(NC(=O)CSc2nc(C)cc(=O)[nH]2)cc1	-1	-5	3	-7	0.2	-1.5	7	-11	-1.0	1
CSc1nc(NCc2ccco2)c2sc3nc(C(C)C)c4c(c3c2n1)CC(C)(C)OC4	1	-5	-6	3	0.9	2.6	-36	-1	-0.6	-7
Cc1ccnc(NC(=O)C2CCCN(c3ncnc4c3nc3n4CCCCC3)C2)c1 (centres undefined)	0	-1	9	13	0.7	0.0	5	-7	-0.6	2
CCOC(=O)c1c(NC(=O)CSc2nnc(CN3CCOCC3)n2C)sc2c1CCCC2	-2	-5	-2	0	0.3	-0.1	-1	0	0.2	-1
c1cc(CNC23CC4CC(CC(C4)C2)C3)ccn1	2	1	-10	1	0.1	-1.6	0	-3	0.2	3
Cc1noc(C)c1C(=O)N(C)C[C@@H]1OCc2ccccc2-c2c(n(C)c3ccccc23)C(=O)N([C@H](C)CO)C[C@H]1C	1	6	/	1	1.9	-1.6	-2	-5	-1.6	3
O=C(CN1C(=O)NC2(CCOc3ccccc32)C1=O)Nc1cccc([N+](=O)[O-])c1 (centres undefined)	-4	-2	-9	-7	-0.2	0.2	-1	-4	-0.1	-33
NC(=O)c1ccsc1NC(=O)CCc1ccccc1	2	-7	-11	-20	-0.7	-0.9	-6	-1	-0.6	0
O=C(Nc1ccc(NC(=O)C2CC2)cc1)c1cccs1	2	-1	-5	0	-0.6	-0.7	16	-6	-0.1	6
O=C(NNC(=O)c1cnccn1)c1ccc(Cl)c(Cl)c1	-3	0	-2	6	2.9	-0.8	2	-2	0.4	-3
C/C(Cl)=C/Cn1c(SCc2ccc(Cl)cc2)nc2c1c(=O)[nH]c(=O)n2C	3	36	-1	-10	1.1	1.4	-2	-12	-1.7	-2
Nc1ccc2c(c1)C(=O)N(CCCCCC(=O)O)C2	3	4	3	-3	-0.3	-0.8	-10	-4	0.2	3
COc1ccc(NC(=O)N(C)C[C@H]2OCc3cnnn3CCCC(=O)N([C@H](C)CO)C[C@@H]2C)cc1	-3	3	/	0	1.4	-1.3	3	-9	-1.2	-1
Cc1ccc(Oc2ncccc2NC(=O)CC(CC(=O)O)c2ccccc2)c2c1CCC2 (centres undefined)	-2	-3	2	-5	-1.2	-1.5	-4	-1	0.1	4
Cc1cc2oc(=O)cc(CN3CCN(S(=O)(=O)c4ccc5c(c4)OCCO5)CC3)c2cc1C	2	1	0	7	1.1	-0.1	-6	-6	-0.8	0

Just MsrA inhibitor, MsrA act and STEP block, for some of the entries so far:
Compound	MsrA inhibitor	MsrA act	STEP block
NC(=O)c1ccsc1NC(=O)CCc1ccccc1	-0.7	-1	2
O=C(Nc1ccc(NC(=O)C2CC2)cc1)c1cccs1	-0.6	-6	2

Screening data: PubChem, several laboratories
